NPYLR7 ag – agonists of mosquito NPYLR7 receptor, primary screen, cell-based, Aedes aegypti, calcium fluorescence, mosquito biting behavior. AID 1259423, 2018. HEK293T NPYLR7/Galpha15, GCaMP6s calcium fluorescence. activation, % at 10 µM. Aedes aegypti neuropeptide Y-like receptor 7 (NPYLR7). 270,000 compounds, 0.15% hits; in the data active means activation above about 40%;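 further: 0% = vehicle and 100% = reference agonist at the receptor; some compounds past the cut are filed as inactive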
mcGAS lum – cyclic GMP-AMP synthase inhibitors, mouse, primary biochemical chemiluminescence. Q8C6L5. recombinant cGAS, Kinase-Glo ATP depletion luminescence. inhibition, % at 12.5 µM. 160,000 compounds, 0.15% hits. AID 1259399, 2018;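 further: 0% = negative control wells and 100% = reference inhibitor with no enzyme activity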
hcGAS lum – Primary biochemical luminescence assay for human cyclic GMP-AMP synthase inhibitors; Q8N884; recombinant h-cGAS, ATP depletion, Kinase-Glo luminescence; inhibition, % at 12.5 µM; 290,000 compounds, 0.081% hits; AID 1259398, 2018;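 further: 0% = vehicle reaction and 100% = reaction without DNA for no activity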
Target sequence (Q8N884 whole entry, looked up): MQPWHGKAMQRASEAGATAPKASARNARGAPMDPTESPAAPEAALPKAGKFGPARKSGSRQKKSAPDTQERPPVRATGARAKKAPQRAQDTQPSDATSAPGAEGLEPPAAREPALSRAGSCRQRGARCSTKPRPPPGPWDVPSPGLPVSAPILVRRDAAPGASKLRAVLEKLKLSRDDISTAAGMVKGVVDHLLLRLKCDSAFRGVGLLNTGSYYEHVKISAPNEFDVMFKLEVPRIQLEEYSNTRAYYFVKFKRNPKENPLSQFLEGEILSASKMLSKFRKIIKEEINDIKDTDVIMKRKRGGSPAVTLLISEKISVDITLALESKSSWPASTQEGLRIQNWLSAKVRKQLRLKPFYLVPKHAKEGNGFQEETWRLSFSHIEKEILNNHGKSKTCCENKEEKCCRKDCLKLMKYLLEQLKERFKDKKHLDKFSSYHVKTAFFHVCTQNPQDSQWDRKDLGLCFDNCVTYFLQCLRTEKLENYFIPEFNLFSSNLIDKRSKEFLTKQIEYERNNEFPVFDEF
* = called active by the depositor; . = no result given; & = joins results of further samples. Unless noted, no stated cut-off is given here; in the data, active means inhibition above about 40%; inactive means the rest. Random draw from the library (roughly 0.27% active in at least one column).

Compound	hcGAS lum	mcGAS lum	NPYLR7 ag
COc1ccccc1N=Nc1c(-c2ccccc2)[nH]n(-c2ccc([N+](=O)[O-])cc2)c1=O	-2	-3	-1
Cc1cc(CNC(=O)CC2CC(C)(C)NC(C)(C)C2)n(C)n1	-9	-5	.
COc1cccc(C(=O)NNc2cc(=O)n(C)c(=O)n2C)c1OC	0	-1	-2
CC(=O)N1CCN(Cc2nc3c(Br)cc(Br)cc3c(=O)[nH]2)CC1	-5	.	8
Cc1cc(C)cc(COc2coc(CN3CCN(C(=O)CCc4ccccc4)CC3)cc2=O)c1	-6	-8	2
Cc1ccc(OCc2cc(C(=O)NC(C)c3nc(-c4ccccc4)no3)no2)cc1C (centres undefined)	-11	-4	3
CN1CC2(CCCN(Cc3cnn(C)c3C3CC3)CC2)OC1=O (centres undefined)	-13	-6	.
O=C(c1cc(C2CC2)[nH]n1)N1CCC(=Cc2cc(Cl)ccc2Cl)CC1	3	.	7
CCn1cc(-c2nnc(SCc3cccc4ccccc34)n2C)ccc1=O	-11	.	1
CCC(O)CN(Cc1ccc(OC)cc1)C(C)C (centres undefined)	-4	-5	45
COc1ccc([N+](=O)[O-])cc1NC(=O)CCl	-4	44*	-3
COc1cccc(-c2nnc(SCC#N)n2-c2ccc(Cl)cc2)c1	-2	-5	-6
COc1ccc(NC(=O)Cn2cnc3c(cnn3C)c2=O)c(OC)c1	-7	-4	10
Cc1ccc(/C=C/S(=O)(=O)N(CC(N)=O)CC(C)C)cc1	-5	-8	-4
Cc1c(-c2nccn2C2C=CS(=O)(=O)C2)c(=O)n(-c2ccccc2)n1C (centres undefined)	-5	.	11
CCCC(=O)Nc1ccc(NC(=O)c2cc(C(C)C)[nH]n2)cc1OC	-4	-8	0
Cc1ccc2nc(CNC(=O)Cn3cnc4ccccc4c3=O)[nH]c2c1	3	.	-5
Cc1cc(C)n(CCc2c(-c3ccccc3)ncn2C(C)c2ncn[nH]2)n1 (centres undefined)	-7	.	0
Cc1nc2scc(C)n2c(=O)c1NC(=O)c1ccc(S(=O)(=O)N2CCCC2)cc1	-6	-9	12
COCC(=O)N1CCC(Oc2ccc(C(=O)N(C)CC(O)c3ccccc3)cc2)CC1 (centres undefined)	-3	.	8
Cc1c(C(=O)NCc2ccc(F)cc2)c(C(F)(F)F)nn1C1CCCN(C)C1 (centres undefined)	-9	.	9
CCOC(=O)C(CC)n1cnc2sc3c(c2c1=O)CCC3 (centres undefined)	-2	-3	-3
CC(Sc1n[nH]c(-c2ccc(Cl)cc2)n1)C(=O)NC1CCCC1 (centres undefined)	-4	-9	7
COCCCC1(C(=O)O)CCCN(C(=O)Cn2nccn2)C1 (centres undefined)	-2	-2	.
C=CCn1c(SCC(=O)NCC2CCCO2)nnc1C1CCCCC1 (centres undefined)	1	.	1

Reprinted at random: 4 records from the list
Compound	hcGAS lum	mcGAS lum	NPYLR7 ag
CCn1cc(-c2nnc(SCc3cccc4ccccc34)n2C)ccc1=O	-11	.	1
COc1ccccc1N=Nc1c(-c2ccccc2)[nH]n(-c2ccc([N+](=O)[O-])cc2)c1=O	-2	-3	-1
C=CCn1c(SCC(=O)NCC2CCCO2)nnc1C1CCCCC1 (centres undefined)	1	.	1
Cc1nc2scc(C)n2c(=O)c1NC(=O)c1ccc(S(=O)(=O)N2CCCC2)cc1	-6	-9	12

(more compounds)
Compound	hcGAS lum	mcGAS lum	NPYLR7 ag
COc1cccc(CNC(=O)C2CCN(C(=O)CCNC(=O)Nc3c(F)c(F)c(F)c(F)c3F)CC2)c1	2	-2	-1
CN(Cc1cccc(F)c1)C(=O)CNC(=O)c1ccccc1	-12	-6	6
CCN1CCN(C(=O)CCC2CCN(C(C)Cc3ccccc3OC)CC2)CC1 (centres undefined)	-7	-9	6
CN(c1cccnn1)C1CCN(C(=O)C2CCc3ccccc32)CC1 (centres undefined)	2	.	-9
CCOC(=O)N1CCC(OC(=O)c2ccc(-c3ccccc3)nc2C)CC1	-6	.	8
CCN(CC)C(C)CNC(=O)Nc1ccc(C)cc1F (centres undefined)	-6	-14	9
O=C(CCc1nc2ccccc2s1)N1CCC2(CCCO2)CC1	-8	-15	8
CCC[C@H]1CN(C(=O)C2(C#N)CCOCC2)C[C@@H]1N(C)C	-11	-6	.
CCn1nc(-c2cc(N)nc3[nH]ccc23)nc1N(C)C	1	.	-4
CC(C)(Oc1ccc(CCNC(=O)c2ccc(Cl)cc2)cc1)C(=O)NCCc1ccncc1	-10	-2	-9
CC(C)NC(=O)Cn1c(CO)cnc1SCCc1ccccc1	1	.	5
CCCC(=O)NC(N)=Nc1nc(C)c2cc(C)ccc2n1	-7	-2	-6
CC1=C(C(=O)OC(C)C)C(c2cccs2)N2C(=O)CCSC2=N1 (centres undefined)	-8	.	5
CCCCN(C(C)=O)c1c(CC)nc2ccc(C(=O)NCCN3CCNC3=O)cn12	-1	1	-8
CC1CCc2[nH]nc(-c3nc(C4CC4)nn3-c3ccccn3)c2C1 (centres undefined)	-12	.	15
Cc1nn(CCC#N)c(C)c1CCC(=O)NOCc1ccccc1	2	.	6
CCc1ccsc1C(=O)Nc1cccc(CS(C)(=O)=O)c1C	-6	.	6
Cc1cccc(C(=O)OCC(=O)OC(C)(C)C)c1O	-7	.	1
CCOC(=O)c1cc(-c2cccc(NC(=O)c3ccc(C(=O)OC)cc3)c2)n(-c2ccccc2C)n1	-4	-3	33
N#Cc1cccc(CC2(c3ccc(Cl)cc3)C(=O)Nc3ccc(F)cc32)c1 (centres undefined)	-1	-1	6
Cc1ccc(-c2nnc(Nc3ccc(CC(N)=O)cc3)c3ccccc23)cc1S(=O)(=O)NCCO	-3	.	-17
CCC1CCCCN1C(=O)c1coc(CN2CCN(c3ncccn3)CC2)n1 (centres undefined)	-8	.	6
O=C(Nc1ccc(Oc2ccc(Cl)cc2)cc1)c1cc2ccc(O)cc2oc1=O	0	-4	-11
CCC(c1nc2ccccc2c(=O)n1-c1ccc(Br)cc1)N(CCC(C)C)C(=O)Nc1cccc(C)c1 (centres undefined)	2	-3	-2
Cc1ccccc1NC(=O)c1ccc(C)c(S(=O)(=O)N(CCO)CCO)c1	1	-5	2

Quoted from the listing:
mcGAS lum, `COCCCC1(C(=O)O)CCCN(C(=O)Cn2nccn2)C1` (centres undefined) reads -2
NPYLR7 ag, `CCC(c1nc2ccccc2c(=O)n1-c1ccc(Br)cc1)N(CCC(C)C)C(=O)Nc1cccc(C)c1` (centres undefined) reads -2

(cont.)
Compound	hcGAS lum	mcGAS lum	NPYLR7 ag
CCOC(=O)c1cccnc1-c1cc(OC)ccc1F	-7	-17	5
COCCOc1nc(-c2cccc(C(F)(F)F)c2)n(-c2cccc(NC(=O)c3cccc([N+](=O)[O-])c3)c2)n1	-5	-5	33
CN1CCc2c(sc(NC(=O)c3ccc(C#N)cc3)c2-c2nc3ccccc3s2)C1	-3	-7	-3
CC=CC=CC(=O)OCC(=O)N1CCN(C(=O)COC(=O)C=CC=CC)CC1	-9	.	1
C=CCOC1C[C@](OCc2ccccc2C)(C(=O)NCC(C)C)C[C@@H](O)[C@H]1O (some centres undefined)	-2	-4	2
CCOc1ncccc1C(=O)N1CCN(c2ccc([N+](=O)[O-])cc2)CC1	-4	-7	-2
CCOC1CCCN(C(=O)Nc2ccc3c(ccn3CCOC)c2)C1 (centres undefined)	-10	.	-1
CC1CCCN(S(=O)(=O)c2ccc3c(c2)nc(SCC(=O)c2ccccc2)n3C2CCCC2)C1 (centres undefined)	-9	-5	13
Cc1nc(N2CCN(C(=O)c3ccccc3C(F)(F)F)CC2)cc(-n2cccn2)n1	-3	-6	-13
O=C(CSc1nc(=O)n(CCCO)c2c1CCC2)Nc1ccc(F)cc1F	-6	-6	-8
CCCOC(=O)CCNS(=O)(=O)c1ccc(OC)c(C)c1C	-6	.	9
O=C(O)c1cc(S(=O)(=O)N2CCCC2)cs1	-10	.	-1
Cc1ccc(Cc2nsc(N3CCCC3C(=O)N3CCN(C(c4ccccc4)c4ccccc4)CC3)n2)cc1 (centres undefined)	4	2	-5
Cc1ccc2nc(COc3cccc(C(=O)N4CCNC(=O)C4C(C)C)c3)cn2c1 (centres undefined)	4	.	-1
COc1cc(CCC(=O)N2CCN3C(=O)CN(C)C(=O)C3C2)ccc1C (centres undefined)	-4	.	5
CN(CC1CCCN1C(=O)c1ccc(CN2CCCC2=O)cc1)c1ccccc1 (centres undefined)	3	-1	0
COc1cc(=O)n(-c2ccccc2C)nc1C(=O)NCc1ccc2c(c1)OCO2	-7	.	5
O=C(CCl)Nc1ccc(Cl)cc1F	-3	10	3
Cc1ccc(NC(=O)c2cc(-c3ccccc3F)nn2-c2cccc([N+](=O)[O-])c2)cc1	1	-4	8
C#CC(O)(c1ccc(OC)cc1)c1ccc(OC)c2ccccc12 (centres undefined)	-7	-4	-1
Cc1ccc(-n2ccnc(SCC(=O)NCCC(C)C)c2=O)cc1F	2	-1	-1
CCOC(=O)CCC(=O)Nn1cnc2c(cnn2-c2ccccc2)c1=O	-11	.	0
CSc1ncc(-c2nnnn2-c2ccccc2)c(-c2ccc(F)cc2F)n1	1	.	1
Cc1c(CN(C)Cc2cccc3ncccc23)c(=O)n(-c2ccccc2)n1C	-2	.	12
COCc1ccc(C(=O)Nc2cc3c(cc2Cl)OCO3)o1	-9	.	-10

In a second layout: results already given.
canonical_smiles: COc1cc(CCC(=O)N2CCN3C(=O)CN(C)C(=O)C3C2)ccc1C (centres undefined)
  hcGAS lum: -4
  mcGAS lum: .
  NPYLR7 ag: 5
canonical_smiles: CN(CC1CCCN1C(=O)c1ccc(CN2CCCC2=O)cc1)c1ccccc1 (centres undefined)
  hcGAS lum: 3
  mcGAS lum: -1
  NPYLR7 ag: 0
canonical_smiles: COc1cc(=O)n(-c2ccccc2C)nc1C(=O)NCc1ccc2c(c1)OCO2
  hcGAS lum: -7
  mcGAS lum: .
  NPYLR7 ag: 5
canonical_smiles: O=C(CCl)Nc1ccc(Cl)cc1F
  hcGAS lum: -3
  mcGAS lum: 10
  NPYLR7 ag: 3

Continuation:
Compound	hcGAS lum	mcGAS lum	NPYLR7 ag
O=C(c1ccc(Oc2ccccc2)o1)N1CCCC(Nc2ccc3c(c2)OCO3)C1 (centres undefined)	-3&-3	-2	6&1
c1cc2c(cc1OCc1nn[nH]n1)OCO2	-7	.	20
COCCN=Cc1cc(I)cc(I)c1O	77*	.	51*
Cc1nc(C(C)C)nc(C)c1OCc1nc(-c2cccs2)no1	-9	-12	.
S=c1[nH]c(-c2ccccc2)cn1N=Cc1ccc2c(c1)OCCO2	2	.	2
CNC(=O)C1CCN(C(=O)c2cc3sc(N(C)C)nc3s2)CC1	-7&-9	.	4
Cc1ncc(CO)c(CN2CC[C@@H](c3ccc4ccccc4c3)[C@H](O)C2)c1O	-3	.	2
COc1ccc(F)cc1C(=O)C1CCCN(Cc2cccc3nonc23)C1 (centres undefined)	-9	.	4
C=CCNCCOc1cc(Cl)ccc1Cl	11	.	8
CC(=O)c1ccc(N2CCN(C(=O)C3CC=CCC3C(=O)N3CCc4ccccc4C3)CC2)cc1 (centres undefined)	-10	-4	-7
Cc1cccc(C2=N/C(=C\c3c(C(F)(F)F)nn(C)c3Cl)C(=O)O2)c1	-6	-3	-4
O=C(c1cc(F)cc(F)c1)N1CCN(c2nccc(-c3cccc(C(F)(F)F)c3)n2)CC1	-5	-7	4
N#CC(C#N)C(=N)C(C#N)CC(=O)N1CCCCCC1 (centres undefined)	-3	.	2
COCCN(Cc1ccsc1)C(=O)C1CC(=O)N(c2ccc(C)c(C)c2)C1 (centres undefined)	4	.	32
C=CCN(CC(=O)N1CCc2sccc2C1COc1ccccc1OC)C(=O)NC(C)C (centres undefined)	3	0	-3
O=C(c1cn(CCN2CCOCC2)nn1)N1CCCC(c2ccccc2)CC1 (centres undefined)	-10	.	4
O=C1c2ccccc2-c2ccccc21	1	-2	9
O=S(=O)(Cc1cccc2cccnc12)c1ccccc1	2	22	10
O=C(CCNc1nc(-c2ccccc2Cl)nc2ccccc12)Nc1ccccc1	30	-5	6
COCCN(CC(=O)N1CC(=O)N(c2cccc(Cl)c2)C1)C(=O)c1ccccc1	-9	-4	-5
CC(=O)N1CCCN(C(=O)NCC(C)c2ccc(F)cc2F)CC1 (centres undefined)	-7	.	10
CN1CCN(Cn2c(O)c(N=NC(=O)c3ccncc3)c3ccccc32)CC1	-5	-5	6
Cc1ccc2[nH]c(CN3CCOC(C(F)(F)F)C3)nc2c1C (centres undefined)	-4	.	4
COC(=O)c1ccnc(C2CCCCC2=O)c1 (centres undefined)	3	.	-7
CN1C(=O)CC(N(C)CCOc2ccccc2)C1=O (centres undefined)	-7	.	9
CCOC(=O)c1ccc(-c2ccc(C=C(C#N)C(=O)Nc3sc(C)c(C)c3C(=O)OCC)o2)cc1	-1	-1	5
Cc1ccc(C)c(NC(=O)CSc2nc(N)c(NC(=O)c3ccc(Br)o3)c(=O)[nH]2)c1	-1	-7	2
CCC1(C)CC(CCNC(C)c2ccc(Cl)cc2)(C(C)C)CCO1 (centres undefined)	1	-2	.
CN(Cc1cc(C(C)(C)C)n[nH]1)C(=O)Cc1c[nH]c2ccccc12	-3	-13	0
CC(NC(=O)Cn1nc2n(c1=O)CCCCC2)c1ccccc1 (centres undefined)	-11	-2	1
